PAFAH1B2 FP inh: PAFAH1B2 enzyme inhibitors, primary screen, biochemical, fluorescence polarization, human | 340,000 compounds, 1.2% hits | recombinant PAFAH1B2, FP-rhodamine activity probe | inhibition, % at 3.39 µM | AID 492953, 2010;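 active means inhibition above the mean of all tested compounds plus 3 SD, cut at about 24% in these data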;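 further: 0% = enzyme with DMSO and 100% = wells lacking PAFAH1B2; many of its hits are not listed in these tables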
Target sequence (P68402 whole entry, looked up): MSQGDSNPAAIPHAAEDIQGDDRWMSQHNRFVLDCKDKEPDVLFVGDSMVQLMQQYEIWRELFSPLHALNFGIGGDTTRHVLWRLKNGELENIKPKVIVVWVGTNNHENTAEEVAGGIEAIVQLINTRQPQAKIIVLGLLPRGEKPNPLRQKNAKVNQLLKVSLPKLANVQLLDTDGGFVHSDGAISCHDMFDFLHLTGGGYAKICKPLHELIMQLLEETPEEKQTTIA
PAFAH2 inh: PAFAH2 enzyme inhibitors, primary screen, biochemical, fluorescence polarization, human. 340,000 compounds, 0.99% hits. recombinant PAFAH2, FP-rhodamine activity probe. inhibition, % at 3.39 µM. AID 492956, 2010. Platelet-activating factor acetylhydrolase 2, cytoplasmic (Homo sapiens), Q99487;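 active means inhibition above the mean over all tested compounds plus 3 SD, cut at about 30% in these data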;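 further: inhibitors block probe labeling of enzyme so polarization drops; 0% = enzyme with DMSO and 100% = wells lacking PAFAH2 protein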
pPAFAH FP inh: pPAFAH enzyme inhibitors, primary screen, biochemical, fluorescence polarization, human. Platelet-activating factor acetylhydrolase (Homo sapiens), Q13093. recombinant pPAFAH, FP-rhodamine probe fluorescence polarization. inhibition, % at 3.39 µM. 330,000 compounds, 1.5% hits. AID 463082, 2010;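 active means inhibition above the mean inhibition across the screen plus 3 SD, cut at about 25% in these data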;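 further: inhibitors block binding of the rhodamine activity-based probe so polarization drops; 0% = enzyme with DMSO and 100% = wells lacking pPAFAH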
PREPL inhibitor: PREPL enzyme inhibitors, primary screen, biochemical, fluorescence polarization; inhibition, % at 5.96 µM; Prolyl endopeptidase-like (Homo sapiens), Q4J6C6; AID 2751, 2010; recombinant PREPL, fluorescence polarization activity-based probe; 320,000 compounds, 0.68% hits; in the data active means inhibition above about 43%;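 further: 0% = enzyme with DMSO and 100% = wells lacking enzyme; many of its hits are not listed in these tables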
PAD4 inh: human PAD4 inhibitors, primary screen, biochemical, fluorescence polarization, 1536-well format | Protein-arginine deiminase type-4 (Homo sapiens), Q9UM07 | recombinant PAD4, RCA probe fluorescence polarization | inhibition, % at 6.36 µM | 330,000 compounds, 0.41% hits;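 active means percent inhibition above a cutoff equal to the mean of all tested compounds plus 3 SD, cut at about 15% in these data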;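 further: 0% = PAD4 with RCA probe and DMSO and 100% = probe without PAD4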
Target sequence (Q9UM07 whole entry, looked up): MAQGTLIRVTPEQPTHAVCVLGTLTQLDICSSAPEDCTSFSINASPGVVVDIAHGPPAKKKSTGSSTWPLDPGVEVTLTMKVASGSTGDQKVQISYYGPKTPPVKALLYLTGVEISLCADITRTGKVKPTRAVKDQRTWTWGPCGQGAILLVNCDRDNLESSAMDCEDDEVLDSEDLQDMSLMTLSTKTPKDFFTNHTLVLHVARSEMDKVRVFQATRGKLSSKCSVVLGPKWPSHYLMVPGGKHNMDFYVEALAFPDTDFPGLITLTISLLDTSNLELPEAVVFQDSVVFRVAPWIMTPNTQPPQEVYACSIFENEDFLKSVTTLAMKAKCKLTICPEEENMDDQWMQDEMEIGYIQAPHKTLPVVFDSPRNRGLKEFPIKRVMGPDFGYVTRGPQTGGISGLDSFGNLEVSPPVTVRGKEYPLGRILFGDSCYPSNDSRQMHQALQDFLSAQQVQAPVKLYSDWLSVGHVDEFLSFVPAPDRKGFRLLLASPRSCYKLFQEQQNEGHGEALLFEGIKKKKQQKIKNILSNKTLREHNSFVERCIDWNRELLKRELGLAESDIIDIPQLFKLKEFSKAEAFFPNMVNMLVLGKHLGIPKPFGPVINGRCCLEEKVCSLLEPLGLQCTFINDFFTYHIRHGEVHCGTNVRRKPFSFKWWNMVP
LYPLA1 counter: LYPLA1 inhibitors, primary screen, counter-screen for PME1 inhibitor project, biochemical, fluorescence polarization, FP-Rh probe ABPP; Acyl-protein thioesterase 1 (Homo sapiens), O75608; recombinant LYPLA1; inhibition, % at 5.9 µM; 320,000 compounds, 0.16% hits; AID 2174, 2009;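 active means inhibition above the mean of all tested compounds plus 3 SD, set per campaign, cut at about 14% in these data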;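 further: inhibitors block serine hydrolase probe labeling of LYPLA1 so polarization falls; 0% = enzyme with DMSO and 100% = wells lacking LYPLA1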
GSTO1 inh: inhibitors of recombinant GSTO1, primary screen, counter-screen for RBBP9 inhibitor project, biochemical, fluorescence polarization; Glutathione S-transferase omega-1 (Homo sapiens), P78417; activity-based probe fluorescence polarization; inhibition, % at 5.96 µM; 300,000 compounds, 1.1% hits; AID 1974, 2009;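 active means inhibition above the campaign mean inhibition plus 3 SD, cut at about 35% in these data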;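 further: 0% = GSTO1-1 with DMSO and 100% = wells lacking GSTO1-1 enzyme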
PAFAH1B3 inh: PAFAH1B3 enzyme inhibitors, primary screen, biochemical, fluorescence polarization, human. Platelet-activating factor acetylhydrolase IB subunit alpha1 (Homo sapiens), Q15102. recombinant PAFAH1B3, FP-rhodamine probe. inhibition, % at 3.39 µM. 340,000 compounds, 0.28% hits. AID 492972, 2010;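 active means inhibition above the screen-wide average of all tested compounds plus 3 SD, cut at about 25% in these data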;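 further: 0% = enzyme with DMSO only and 100% = wells lacking PAFAH1B3 protein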
LYPLA2 counter: LYPLA2 inhibitors, primary screen, counter-screen for PME1 inhibitor project, biochemical, fluorescence polarization, FP-Rh probe ABPP. Acyl-protein thioesterase 2 (Homo sapiens), O95372. recombinant LYPLA2. inhibition, % at 5.9 µM. 320,000 compounds, 0.38% hits;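 active means inhibition above the screen-wide mean plus 3 SD, limit set per campaign, cut at about 26% in these data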;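 further: 0% = LYPLA2 with DMSO and 100% = wells lacking LYPLA2 enzyme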
Target sequence (O95372 whole entry, looked up): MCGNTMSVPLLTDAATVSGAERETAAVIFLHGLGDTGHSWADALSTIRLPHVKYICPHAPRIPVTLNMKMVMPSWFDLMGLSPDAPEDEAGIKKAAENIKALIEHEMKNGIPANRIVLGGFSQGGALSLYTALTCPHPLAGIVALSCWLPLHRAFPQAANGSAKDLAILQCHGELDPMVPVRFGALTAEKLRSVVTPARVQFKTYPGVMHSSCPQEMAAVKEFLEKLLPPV
* marks the source's active call; other numbers are inactive results. These rows are one share of the data; count on the stated rates, not on these rows.

`COc1ccc(N(C(=O)c2snc(C(N)=O)c2N)C(C(=O)NC2CCCC2)c2ccc3ncccc3c2)cc1` (centres undefined) gave PAFAH1B2 FP inh 2, PAFAH2 inh -7, pPAFAH FP inh -1, PREPL inhibitor 26, PAD4 inh 1, LYPLA1 counter -1, GSTO1 inh -5, PAFAH1B3 inh 0 and LYPLA2 counter 1.
`COc1cc(-c2nnn(CC(=O)N3CCOCC3)n2)cc(OC)c1OC` gave PAFAH1B2 FP inh 3, PAFAH2 inh 3, pPAFAH FP inh 4, PREPL inhibitor 8, PAD4 inh -1, LYPLA1 counter 2, GSTO1 inh -2, PAFAH1B3 inh 10 and LYPLA2 counter 6.
For CC(C)c1ccc(N2CC(C(=O)Nc3nccs3)CC2=O)cc1 (centres undefined) the results were PAFAH1B2 FP inh 2, PAFAH2 inh 2, pPAFAH FP inh 7, PREPL inhibitor 1, PAD4 inh 1, LYPLA1 counter -1, GSTO1 inh 22, PAFAH1B3 inh 10 and LYPLA2 counter 9.
`CCOCCc1nnc(NC(=O)c2ccc(OC)c(OC)c2)s1` gave PAFAH1B2 FP inh 2, PAFAH2 inh -9, pPAFAH FP inh -2, PREPL inhibitor 6, PAD4 inh 10, LYPLA1 counter 1, GSTO1 inh -3, PAFAH1B3 inh 5 and LYPLA2 counter -3.
Screening COc1ccc(Cc2nc3ccccc3n2CC(=O)N/N=C/c2ccc(O)cc2)cc1OC returned PAFAH1B2 FP inh 1, PAFAH2 inh 1, pPAFAH FP inh -4, PREPL inhibitor 5, PAD4 inh 1, LYPLA1 counter -4, GSTO1 inh -6, PAFAH1B3 inh 11 and LYPLA2 counter -10.
CC1CCCCC1NC(=O)CN1C(=O)NC(C)(c2cccc(Br)c2)C1=O (centres undefined) was read as PAFAH1B2 FP inh 5, PAFAH2 inh 8, pPAFAH FP inh 3, PREPL inhibitor 6, PAD4 inh -3, LYPLA1 counter 1, PAFAH1B3 inh 2 and LYPLA2 counter 8.
O=C1CC(c2ccc(F)cc2)Sc2ccccc2N1 (centres undefined) was read as PAFAH1B2 FP inh -2, PAFAH2 inh 0, pPAFAH FP inh 5, PREPL inhibitor 3, PAD4 inh -7, LYPLA1 counter -1, GSTO1 inh 4, PAFAH1B3 inh 6 and LYPLA2 counter -4.
For Cc1cccc(C)c1NC(=O)CN(C)C(=O)c1cc(S(=O)(=O)N2CCOCC2)ccc1N1CCCC1 the results were PAFAH1B2 FP inh 2, PAFAH2 inh -7, pPAFAH FP inh 7, PREPL inhibitor 17, PAD4 inh 3, LYPLA1 counter 3, GSTO1 inh 2, PAFAH1B3 inh 8 and LYPLA2 counter 4.
Cn1cccc1CNC(=S)Nc1ccccc1Cl was read as PAFAH1B2 FP inh -2, PAFAH2 inh 3, pPAFAH FP inh 0, PREPL inhibitor 10, PAD4 inh -5, LYPLA1 counter -1, GSTO1 inh 10, PAFAH1B3 inh 0 and LYPLA2 counter -4.
Screening CCCn1c(SCC(=O)Nc2nnc(C)s2)nnc1C1CC1 returned PAFAH1B2 FP inh 3, PAFAH2 inh -13, pPAFAH FP inh -6, PREPL inhibitor 5, PAD4 inh -1, LYPLA1 counter -3, GSTO1 inh 0, PAFAH1B3 inh 10 and LYPLA2 counter -8.
For CC(CCc1ccccc1)NC(=O)c1cccnc1 (centres undefined) the results were PAFAH1B2 FP inh 6, PAFAH2 inh 3, pPAFAH FP inh 1, PREPL inhibitor -2, PAD4 inh -3, LYPLA1 counter -3, GSTO1 inh 4, PAFAH1B3 inh 2 and LYPLA2 counter 2.
Screening COc1cccc(OC)c1C(=O)Nc1c(C(=O)N2CCN(C)CC2)oc2ccccc12 returned PAFAH1B2 FP inh 6, PAFAH2 inh -7, pPAFAH FP inh 3, PREPL inhibitor 3, PAD4 inh -1, LYPLA1 counter -3, GSTO1 inh -3, PAFAH1B3 inh 4 and LYPLA2 counter -4.
For COc1ccc(C2CC(c3cccs3)=NN2C(=O)c2ccco2)cc1OC (centres undefined) the results were pPAFAH FP inh -3, PREPL inhibitor 1, PAD4 inh 0, LYPLA1 counter 0, GSTO1 inh 2 and LYPLA2 counter -3.
Fc1ccc(/C=N/NC(=S)Nc2cccnc2)cc1 was read as PAFAH1B2 FP inh -7, PAFAH2 inh 1, pPAFAH FP inh 1, PREPL inhibitor 8, PAD4 inh 3, LYPLA1 counter 1, GSTO1 inh 8, PAFAH1B3 inh 18 and LYPLA2 counter 3.
COc1cc2cc(C(=O)O)[nH]c2c(OC)c1OC was read as PAFAH1B2 FP inh 4, PAFAH2 inh -3, pPAFAH FP inh 2, PREPL inhibitor -1, PAD4 inh -1, LYPLA1 counter 5, GSTO1 inh 0, PAFAH1B3 inh 10 and LYPLA2 counter 12.
Screening Cc1nc(C(=O)N(C)C)nn1-c1cc(Cl)ccc1Cl returned PAFAH1B2 FP inh -1, PAFAH2 inh -5, pPAFAH FP inh 2, PREPL inhibitor 7, PAD4 inh -3, LYPLA1 counter 1, GSTO1 inh 3, PAFAH1B3 inh 6 and LYPLA2 counter 6.
`CCC(C)NC(=O)CSc1nnc(-c2c[nH]c3ccccc23)o1` (centres undefined) gave PAFAH1B2 FP inh 4, PAFAH2 inh 2, pPAFAH FP inh 1, PREPL inhibitor 0, PAD4 inh -4, LYPLA1 counter 4, GSTO1 inh 0, PAFAH1B3 inh 3 and LYPLA2 counter 4.
Cc1ccc(S(=O)(=O)N(CC(=O)Nc2cccnc2)c2cccc([N+](=O)[O-])c2)cc1 was read as PAFAH1B2 FP inh -2, PAFAH2 inh 6, pPAFAH FP inh -5, PREPL inhibitor -3, PAD4 inh -4, LYPLA1 counter 1, GSTO1 inh -7, PAFAH1B3 inh 5 and LYPLA2 counter -3.
For CCOC(=O)N1CCN(C(=O)C(=O)Nc2sc3c(c2C(N)=O)CC(C)(C)OC3)CC1 the results were PAFAH1B2 FP inh 2, PAFAH2 inh -3, pPAFAH FP inh 1, PREPL inhibitor 0, PAD4 inh -2, LYPLA1 counter -1, GSTO1 inh -1, PAFAH1B3 inh 8 and LYPLA2 counter 1.
`COc1ccc(Cl)cc1NC(=O)COC(C)=O` gave PAFAH1B2 FP inh -2, PAFAH2 inh -5, pPAFAH FP inh 3, PREPL inhibitor 5, PAD4 inh 4, LYPLA1 counter 4, GSTO1 inh 9, PAFAH1B3 inh 4 and LYPLA2 counter 5.
For COCCNC(=O)C(C)N(c1ccc(OC)cc1)S(C)(=O)=O (centres undefined) the results were PAFAH1B2 FP inh 0, PAFAH2 inh -1, pPAFAH FP inh 5, PREPL inhibitor 4, PAD4 inh -1, LYPLA1 counter 0, GSTO1 inh 1, PAFAH1B3 inh -8 and LYPLA2 counter 4.
Screening Cc1nn(-c2ccccc2)c(Cl)c1/C=C1\SC(=S)N(CCCCCC(=O)O)C1=O returned PAFAH1B2 FP inh 3, PAFAH2 inh 7, pPAFAH FP inh 28*, PREPL inhibitor 1, PAD4 inh 1, LYPLA1 counter 1, GSTO1 inh 14, PAFAH1B3 inh 12 and LYPLA2 counter 12.
For O=C(Nc1cccc(S(=O)(=O)N2CCOCC2)c1)C1CCN(S(=O)(=O)c2ccccc2)CC1 the results were PAFAH1B2 FP inh 0, PAFAH2 inh 2, pPAFAH FP inh 2, PREPL inhibitor 5, PAD4 inh -1, LYPLA1 counter -4, PAFAH1B3 inh -5 and LYPLA2 counter -2.
Screening COc1ccc(C/C(C)=N/NC(=S)Nc2ccccc2)cc1 returned PAFAH1B2 FP inh 0, PAFAH2 inh 1, pPAFAH FP inh 1, PREPL inhibitor 5, PAD4 inh 0, LYPLA1 counter 2, GSTO1 inh -1, PAFAH1B3 inh 1 and LYPLA2 counter 6.
`O=C1C2C(C(=O)N1c1ccc3c(c1)OCO3)C1C=CC2C12CC2` (centres undefined) gave PAFAH1B2 FP inh 3, PAFAH2 inh -2, pPAFAH FP inh 10, PREPL inhibitor 9, PAD4 inh 1, LYPLA1 counter 1, GSTO1 inh 1, PAFAH1B3 inh 8 and LYPLA2 counter 1.
`Clc1ccc(-c2cc(C3CCNCC3)[nH]n2)cc1` gave PAFAH1B2 FP inh 0, PAFAH2 inh 8, pPAFAH FP inh 0, PREPL inhibitor 2, PAD4 inh 3, LYPLA1 counter 0, GSTO1 inh 0, PAFAH1B3 inh -4 and LYPLA2 counter 5.
`O=C(c1ccc2c(c1)OCCO2)C1CCN(S(=O)(=O)c2ccc(F)cc2)CC1` gave PAFAH1B2 FP inh 2, PAFAH2 inh -5, pPAFAH FP inh 7, PREPL inhibitor 1, PAD4 inh -3, LYPLA1 counter 3, GSTO1 inh 0, PAFAH1B3 inh -4 and LYPLA2 counter 6.
CCCCOc1ccc(C(=O)Nc2ccc(SC(F)F)cc2)cc1OC was read as PAFAH1B2 FP inh 4, PAFAH2 inh -6, pPAFAH FP inh -2, PREPL inhibitor 4, PAD4 inh 7, LYPLA1 counter -7, GSTO1 inh -2, PAFAH1B3 inh -1 and LYPLA2 counter -3.
`COCCNC(=O)[C@@]1(Cc2ccccc2)C=C[C@@H](C)N1C(C)=O` gave PAFAH1B2 FP inh 4, PAFAH2 inh 13, pPAFAH FP inh 5, PREPL inhibitor 7, PAD4 inh -1, LYPLA1 counter 0, GSTO1 inh 4, PAFAH1B3 inh 6 and LYPLA2 counter 2.
`CC(Sc1ncnc2sc(-c3ccccc3)cc12)C(=O)NCC1CCCO1` (centres undefined) gave PAFAH1B2 FP inh 2, PAFAH2 inh -1, pPAFAH FP inh -5, PREPL inhibitor 14, PAD4 inh -2, LYPLA1 counter 0, GSTO1 inh -33, PAFAH1B3 inh 5 and LYPLA2 counter -8.
CCOC(=O)C1CN(S(=O)(=O)c2ccc(OC)cc2)c2cc(S(=O)(=O)CC)ccc2O1 (centres undefined) was read as PAFAH1B2 FP inh 6, PAFAH2 inh -4, pPAFAH FP inh -5, PREPL inhibitor -17, PAD4 inh -2, LYPLA1 counter -6, GSTO1 inh -6, PAFAH1B3 inh 15 and LYPLA2 counter -18.
`Cc1ccc(C2=NN(S(C)(=O)=O)C(c3ccc4nccnc4c3)C2)cc1` (centres undefined) gave PAFAH1B2 FP inh -3, PAFAH2 inh 1, pPAFAH FP inh 1, PREPL inhibitor -22, PAD4 inh 4, LYPLA1 counter -1, GSTO1 inh 4, PAFAH1B3 inh 3 and LYPLA2 counter 2.
Screening CC1CCN(S(=O)(=O)c2ccc3c(c2)N(CC(=O)N(C)Cc2ccco2)C(=O)CO3)CC1 returned PAFAH1B2 FP inh 7, PAFAH2 inh -1, pPAFAH FP inh -2, PREPL inhibitor 10, PAD4 inh -7, LYPLA1 counter 1, GSTO1 inh -1, PAFAH1B3 inh 6 and LYPLA2 counter 0.
`COc1ccccc1OCCn1cc(C(=O)c2ccco2)c2ccccc21` gave PAFAH1B2 FP inh -2, PAFAH2 inh -7, pPAFAH FP inh -1, PREPL inhibitor -8, PAD4 inh -4, LYPLA1 counter -10, GSTO1 inh -4, PAFAH1B3 inh -5 and LYPLA2 counter -10.
